HT1080NT lethal: kills 2HG-producing HT-1080-NT fibrosarcoma cells | actives 1.6% (n = 360,000) | AID 686970 | Potency, µM (top dose mostly 46.1 µM), without a hit: at the highest dose activity, negative = less viability, hits mostly cytotoxic | HT-1080-NT fibrosarcoma viability, CellTiter-Glo ATP luminescence, 48 h;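 further: NT is the 2HG producing partner of a matched IDH1 knockdown line; 0% = DMSO-treated cells and -100% = media-only wells without cells; nearly all actives have a fitted effect of over 55% in size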
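750 cells/well, RPMI + 5% FBS; 2 h settle, compound pin-transfer, 48 h at 37 degrees C. CellTiter-Glo 10 min RT, luminescence. Normalized to DMSO and media-only wells.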
GLP-1R agonist: GLP-1 receptor (human) agonism; P43220; HEK293 GLP-1R CRE-luciferase, luminescence, 4-6 h; cells express a hypersensitive GLP-1R form; Potency, µM (titrated, usually from 45.6 µM), without a hit: top-dose activation, most hits filed as activators; actives 0.007% (n = 380,000); further: % of control where 0% means no effect
Target sequence (P43220 whole entry, looked up): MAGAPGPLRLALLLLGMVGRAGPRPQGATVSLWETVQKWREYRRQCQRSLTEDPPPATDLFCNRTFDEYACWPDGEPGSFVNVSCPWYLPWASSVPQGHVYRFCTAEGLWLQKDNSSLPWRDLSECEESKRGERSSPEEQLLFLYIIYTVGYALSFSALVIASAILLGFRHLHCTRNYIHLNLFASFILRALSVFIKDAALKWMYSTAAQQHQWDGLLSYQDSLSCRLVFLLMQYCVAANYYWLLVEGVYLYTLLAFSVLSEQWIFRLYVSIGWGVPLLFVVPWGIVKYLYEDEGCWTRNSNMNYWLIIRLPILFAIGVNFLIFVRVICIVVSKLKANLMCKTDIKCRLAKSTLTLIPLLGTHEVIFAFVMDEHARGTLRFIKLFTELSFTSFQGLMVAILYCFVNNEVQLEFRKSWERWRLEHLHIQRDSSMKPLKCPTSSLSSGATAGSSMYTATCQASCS
TDP43 rescue: inhibitors of TDP-43 toxicity in yeast. TDP-43 expressing yeast growth rescue, BacTiter-Glo, 24 h. Potency, µM (highest dose often 46.1 µM), inactives show top-dose growth rescue (activation), most hits filed as activators. actives 1.8% (n = 410,000); further: % of control where 0% means no effect; nearly all actives have a fitted effect of over 50% in size
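Yeast cells expressing TDP-43 under galactose induction are exposed to compounds for 24 hr at 30 deg C. BacTiter-Glo luminescence measures growth, so protective compounds score as activators.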
SW480 rerep: DNA re-replication induction in SW480 cells. AID 624297. Potency, µM (highest dose often 46.1 µM), for the others: at the top dose re-replication activation, usual class: activators. SW480 DNA re-replication, Hoechst DNA content imaging, 48 h. actives 1.8% (n = 340,000); further: % of control where 0% means no effect; nearly all actives have a fitted effect of over 55% in size
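Image-based DNA-content assay: after two days of treatment, nuclei were labelled with the DNA dye Hoechst and imaged, and hits were compounds raising the count of nuclei showing high fluorescence intensity.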
GLP1R cytotox: cytotoxicity in counter-screen for GLP-1R inverse agonists; actives 0.13% (n = 410,000); Potency, µM (series often up to 38.3 µM), for the others: top-dose activity change, negative = inhibition, actives largely listed as inhibitors; HEK293 cAMP-luciferase reporter cells, luminescence, 24 h;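 further: loss of luciferase light is scored as toxicity; on the % scale 0 is the no-effect control and ±100 the full control effect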
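Seeding density was 200 cells/uL; after overnight-length (12 h) culture, 23 nL compounds went on for 24 h at 37 °C. Readout used a luciferase detection reagent, luminescence taken after 12 min at room temperature.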
HT1080 IDH1KD tx: kills HT-1080 cells with IDH1 knockdown | HT-1080 IDH1 knockdown viability, ATP luminescence, 48 h | AID 686971 | Potency, µM (top dose mostly 46.1 µM), for inactives: at the highest dose activity, negative = toxicity, most hits filed as cytotoxic | actives 2% (n = 360,000);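 further: 0% = DMSO wells and -100% = cell-free medium wells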
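In this qHTS, HT-1080 cells depleted of IDH1 are exposed for 48 h at 37 °C to compound titrations. Toxicity is scored from CellTiter-Glo luminescence, with DMSO as full viability and medium alone as none.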
GLP-1R inv ag: GLP-1 receptor (human) inverse agonism. P43220. HEK293 GLP-1R CRE-luciferase, luminescence, 24 h; GLP-1R form is constitutively active. Potency, µM (top dose mostly 38.3 µM), without a hit: at the highest dose activity change, negative = inhibition, most hits filed as inhibitors. actives 1.6% (n = 410,000). AID 624417; further: on the % scale 0 is the no-effect control and ±100 the full control effect; nearly all actives have a fitted effect of over 55% in size
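Cells are plated, allowed 12 hours at 37 deg C, then treated with compounds for 24 hr before luciferase detection reagent is added and luminescence is read after 12 min at room temperature. The HEK293 line carries constitutively active GLP-1R with a cAMP-responsive reporter.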
KB-3-1 cytotox: kills parental KB-3-1 adenocarcinoma cells | KB-3-1 viability, CellTiter-Glo ATP luminescence, 72 h | Potency, µM (series often up to 46.1 µM), for inactives: at the top dose activity change, negative = cytotoxic, actives largely listed as cytotoxic | actives 1.4% (n = 400,000) | AID 1347075; further: on the % scale 0 is the no-effect control and ±100 the full control effect; nearly all actives have a fitted effect of over 60% in size
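Screening of KB-3-1 cells (DMEM, 10% FBS, phenol-red free) ran from lowest to highest compound concentration; after 72 h at 37 °C viability was read luminescently and curves fitted.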
KB-V1 MDR tox: kills drug-selected multidrug resistant KB-V1 cells; KB-V1 MDR cells viability, CellTiter-Glo, 72 h; Potency, µM (series often up to 46.1 µM), inactives show top-dose activity change, negative = cytotoxicity, hits mostly cytotoxic; actives 3.4% (n = 400,000); further: on the % scale 0 is the no-effect control and ±100 the full control effect; nearly all actives have a fitted effect of over 60% in size
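Compound-treated KB-V1 multidrug-resistant cells, 72 h, 37 degrees C; viability by CellTiter-Glo. Fitted qHTS curves give the values.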
Numbers without * were called inactive; ? = inconclusive; · = no result given; & = joins results of further samples; [ ] = remark or other dose. The call rests on the fitted dose curve; in most records, active means well fitted curve in the direction sought with a large enough effect; inconclusive means small, poorly fitted or top-dose-only effect, or another doubt; inactive means no such curve, though single readings can be large; an effect the other way counts as inactive or inconclusive. Potency means the concentration at half of the fitted maximal effect.

SMILES	HT1080NT lethal	GLP-1R agonist	TDP43 rescue	SW480 rerep	GLP1R cytotox	HT1080 IDH1KD tx	GLP-1R inv ag	KB-3-1 cytotox	KB-V1 MDR tox
CC(=O)OCC(=O)N1N=C(c2ccc3ccccc3c2)CC1c1ccccc1 (stereo not drawn)	15%	12%	-6%	0%	-3%	5%	7%	5%	?
CCOc1ccc(Nc2ncnc3ccc([N+](=O)[O-])cc23)cc1	-22%	-1%	24%	0%	4%	-25%	?	11%	-25%
C#CCOCCOCCOCCNc1nc(N2CCN(C(=O)C([C@@H](C)CC)n3cc(C(N)COC(=O)C(F)(F)F)nn3)CC2)nc(N2CCN(C(=O)C([C@@H](C)CC)n3cc(C(N)CC(C)C)nn3)CC2)n1 (stereo partly drawn)	10%	1%	4%	-12%	-6%	15%	-6%	?	?
CCOc1ccccc1NC(=O)c1cnc(N2CCOCC2)c2ccccc12	·	·	?	·	-19%	·	13%	12%	-17%
CN(CC(=O)N1CCCc2c1c(=O)oc1ccc(O)cc21)Cc1ccccc1	-8%	2%	11%	-3%	-15%	-5%	5%	3%	-1%
NC(=S)N/N=C/c1coc2ccc(F)cc2c1=O	2%	0%	?	-5%	-2%	-7%	4%	1%	28%
O=C(NCc1nc2ccccc2[nH]1)C1=C[C@H](c2ccc(Br)cc2)C[C@H](OCc2ccc(CO)cc2)O1	-3%	-2%	?	8%	?	-16%	?	0%	7%
NC(=O)c1ccc(N2CCN(S(=O)(=O)c3ccccc3)CC2)c([N+](=O)[O-])c1	-18%	10%	2%	-4%	-2%	-24%	12%	18µM*	9.2µM*
COCC(C)OC(=O)c1c(N)n(CCCN2CCOCC2)c2nc3ccccc3nc12 (stereo not drawn)	0%	12%	-29%	?	498%[activator]	-7%	10%	?	4%
COc1cc(C(=O)NC(C)c2ccccc2)ccc1OCC(=O)N1CCOCC1 (stereo not drawn)	3%	4%	7%	3%	-15%	9%	-4%	14%	?
COCCOC(=O)C1=C(C)N(Cc2ccccc2)C(=O)NC1c1cccc(OC)c1OC (stereo not drawn)	-7%	9%	-8%	-21%	-6%	-6%	15%	8%	-6%
O=Cc1cccn1-c1ccc(O)cc1	19%	10%	-11%	-1%	-7%	20%	1%	6%	2%
COc1cccc(NS(=O)(=O)CC23CCC(CC2=O)C3(C)C)c1 (stereo not drawn)	1%	0%	-11%	3%	14%	-5%	-20%	8%	-11%
Cc1cccc(Nc2nc(-c3ccncc3)cs2)c1	-25%	19%	?	?	-6%	?	?	-5%	?
Clc1cccc(Cc2c(-c3cccc(Br)c3)nc3ccc(Cl)cn23)c1	?	-5%	?	·	-6%	?	?	0%	7%
CCN(CC(=O)Nc1c(F)cccc1F)C(=O)c1cccnc1SC	0%	-2%	8%	-4%	-3%	5%	4%	-5%	0%
CCOC(=O)c1cnn(C(=O)c2ccccc2)c1N	16%	17%	0%	1%	1%	-2%	14%	-12%	7%
O=C(Nc1ccc(F)cc1)C1CCCN(S(=O)(=O)c2ccc3[nH]c(=O)ccc3c2)C1 (stereo not drawn)	4%	-2%	0%	-1%	8%	3%	9%	16%	-16%
O=C(N/N=C/c1cccnc1)c1ccccc1	0%	3%	20%	-9%	-4%	1%	11%	16%	-20%
CC(=O)OC1C(=O)N(Cc2ccccc2)C1c1ccc(C)cc1 (stereo not drawn)	2%	18%	-3%	9%	0%	5%	-15%	17%	16%
CCCN(CCC)CCCNC(=O)C1CCN(S(=O)(=O)c2cccc3nsnc23)CC1	8%	5%&-2%	7%&-16%	-9%	-6%&7%	2%	8%&1%	-7%&-21%	2%&-5%
O=C(O)COc1ccccc1/C=N/NC(=O)CSc1nc2ccccc2n1Cc1ccc(Cl)cc1	0%	3%	20%	-29%	-9%	-1%	-15%	-29%	-6%
CCN(CC(=O)Nc1ccc2c(c1)OCCO2)C(=O)CC(NC(C)=O)c1ccccc1 (stereo not drawn)	0%	3%	-6%	1%	-2%	7%	4%	14%	5%
CCn1c(SCC(=O)NCCc2ccc(Cl)cc2)nnc1-c1cccs1	2%	-5%	-4%	-5%	-13%	3%	?	4%	-26%
COc1cc(OC)c(OC)cc1/C=N/NC(=O)CSc1ccccc1F	2%	10%	17%	-3%	1%	0%	49%[activator]	-3%	3%

In the list so far, these have an aryl methoxy group:
SMILES	HT1080NT lethal	GLP-1R agonist	TDP43 rescue	SW480 rerep	GLP1R cytotox	HT1080 IDH1KD tx	GLP-1R inv ag	KB-3-1 cytotox	KB-V1 MDR tox
COc1cc(C(=O)NC(C)c2ccccc2)ccc1OCC(=O)N1CCOCC1 (stereo not drawn)	3%	4%	7%	3%	-15%	9%	-4%	14%	?
COCCOC(=O)C1=C(C)N(Cc2ccccc2)C(=O)NC1c1cccc(OC)c1OC (stereo not drawn)	-7%	9%	-8%	-21%	-6%	-6%	15%	8%	-6%
COc1cccc(NS(=O)(=O)CC23CCC(CC2=O)C3(C)C)c1 (stereo not drawn)	1%	0%	-11%	3%	14%	-5%	-20%	8%	-11%
COc1cc(OC)c(OC)cc1/C=N/NC(=O)CSc1ccccc1F	2%	10%	17%	-3%	1%	0%	49%[activator]	-3%	3%

The main list resumes with the six entries that preceded the break.
SMILES	HT1080NT lethal	GLP-1R agonist	TDP43 rescue	SW480 rerep	GLP1R cytotox	HT1080 IDH1KD tx	GLP-1R inv ag	KB-3-1 cytotox	KB-V1 MDR tox
CC(=O)OC1C(=O)N(Cc2ccccc2)C1c1ccc(C)cc1 (stereo not drawn)	2%	18%	-3%	9%	0%	5%	-15%	17%	16%
CCCN(CCC)CCCNC(=O)C1CCN(S(=O)(=O)c2cccc3nsnc23)CC1	8%	5%&-2%	7%&-16%	-9%	-6%&7%	2%	8%&1%	-7%&-21%	2%&-5%
O=C(O)COc1ccccc1/C=N/NC(=O)CSc1nc2ccccc2n1Cc1ccc(Cl)cc1	0%	3%	20%	-29%	-9%	-1%	-15%	-29%	-6%
CCN(CC(=O)Nc1ccc2c(c1)OCCO2)C(=O)CC(NC(C)=O)c1ccccc1 (stereo not drawn)	0%	3%	-6%	1%	-2%	7%	4%	14%	5%
CCn1c(SCC(=O)NCCc2ccc(Cl)cc2)nnc1-c1cccs1	2%	-5%	-4%	-5%	-13%	3%	?	4%	-26%
COc1cc(OC)c(OC)cc1/C=N/NC(=O)CSc1ccccc1F	2%	10%	17%	-3%	1%	0%	49%[activator]	-3%	3%
O=C(NCCCN1CCc2ccccc2C1)C1CCN(c2nnc(-n3cccc3)s2)CC1	-24%	-2%	10%	-5%	-22%	-12%	?	-7%	4%
O=C(COc1cccc2cccnc12)NNC(=O)Nc1ccccc1	5%	-5%	25%	-11%	4%	25%	5%	-1%	0%
O=C1CC[C@@H](CN(Cc2ccccn2)Cc2nc(Cc3ccccc3)no2)N1	-5%	3%	-27%	-3%	7%	-1%	2%	3%	?
CC(=O)c1cccc(NC(=O)CN2C(=O)NC(C)(C)C2=O)c1	-2%	2%	-8%	-2%	0%	9%	18%	?	24%
COc1ccc(-n2ncc(C(=O)N3CCN(C(=O)c4ccco4)CC3)c2C2CCN(C(=O)OC(C)(C)C)CC2)cc1	·	·	14%	·	0%	·	16%	13%	?
Cc1ccccc1CC1(CO)CCCN(Cc2ccccc2Cl)C1 (stereo not drawn)	-21%	1%	-22%	2%	-12%	?	?	-16%	?
CCOC(=O)c1c(NC(=O)CSc2nnnn2-c2ccccc2)sc2c1CC(C)(C)NC2(C)C	?	4%	-13%	?	?	23µM*	?	-17%	19%
Cc1cc(CNC(=O)Cc2ccc(F)cc2)c2ccccc2n1	-10%	1%	20%[9.22 µM]	-2%	0%	-2%	15%	-3%	?
CC(C)OCCCNC(=O)c1cc(Sc2ccc(F)cc2)nc2ccccc12	6%	1%	0%	-2%	-7%	13%	-40%	2%	-1%
CCC(C)N1CCC(Oc2ccc(C(=O)NCc3ccccn3)cc2)CC1 (stereo not drawn)	0%	-7%	-30%	?	-5%	-5%	?	13%	-24%
COc1ccccc1N1CCN(S(=O)(=O)/C=C/c2ccccc2)CC1	4%	-4%	?	2%	-3%	-8%	?	9%	-24%
Cn1c(=O)c2c(ncn2CC(=O)N2CCN(c3ccccc3)CC2)n(C)c1=O	22%	-6%	4%	-5%	1%	15%	12%	-1%	17%
NC(=O)c1ccc(N2CCCCC2)c(N2C(=O)C3C4C=CC(C4)C3C2=O)c1 (stereo not drawn)	5%	-1%	0%	0%	-7%	1%	12%	8%	3%
COc1ccc(CNC(=O)C2(CC3CC(c4ccccc4)=NO3)CCN(C(=O)OC(C)(C)C)CC2)cc1 (stereo not drawn)	0%	4%	32%	-3%	-5%	7%	?	14%	1%
COCn1c(=O)c2c(nc(SC3=NCCS3)n2Cc2ccccc2C)n(COC)c1=O	11%	5%	0%	25%	-13%	4%	-23%	0%	?
COC(=O)c1nn(-c2ccccc2)nc1-c1nn(-c2ccccc2)nc1C(=O)OC	0%	1%	-21%	1%	9%	-4%	-12%	?	-20%
CCN(C(=O)CSc1ncc(S(=O)(=O)c2ccc(C)c(Cl)c2)c(=O)[nH]1)c1cccc(C)c1	·	-5%	-3%	·	4%	·	-17%	2%	-28%
COc1cccc(N2C(=O)CC(N3CCC(C(N)=O)(N4CCCCC4)CC3)C2=O)c1 (stereo not drawn)	11%	-11%	-4%	-4%	2%	-1%	23%	15%	9%
O=c1c2ccccc2oc2cc(-c3ccc4[nH]ccc4c3)ccc12	?	9%	14%	4.1µM*	-9%	3.7µM*	?	?	-33%
